MT1-MMP act inh = inhibitors of human MT1-MMP activation. P50281. HT1080 RFP-PRO-GFP cells, GFP/RFP ratio fluorescence, overnight; percent of plate control window, DMSO zero. GFP/RFP ratio change, % at 20 µM. 0.061% of 360,000 active;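 active = GFP/RFP ratio change of at least 30% with cell ATP level not reduced by more than half and red fluorescence within 50% of control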; note: strong numbers were not always called active
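Test system: HT1080 cells expressing an RFP-PRO-GFP fluorescent reporter construct / Compound dosing: single-point 20 µM compound, 1% DMSO / Schedule: cells overnight before dosing, compound overnight, 37 °C, 5% CO2 / Evaluation: GFP/RFP fluorescence ratio / Control set: DMSO and RFP-L50D-GFP cell wells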
SKN-1 block = blocks SKN-1 activity in C. elegans | C. elegans VP596 Pgst-4::GFP/RFP ratio, acrylamide-induced, 24 h | inhibition, % at 21.8 µM | 0.49% of 360,000 active | AID 624304;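 active = interference check ratio from 0.5 to 1.5 plus GFP to RFP signal ratio inhibition reaching or exceeding a fixed threshold, cut at about 30% in these data, passing the limit was not always enough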; note: some compounds called inactive have numbers as strong as hits
PABP1 MLLE inh = inhibitors of microRNA-mediated deadenylation, human PABP1 MLLE binding; GST-MLLE / FITC-PAM2 fluorescence polarization; P11940; 0.36% of 360,000 active; inhibition, % at 20 µM; in the data active = inhibition above about 35%, passing the limit was not always enough;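 note: plate controls were DMSO wells with GST-MLLE for no effect and wells lacking GST-MLLE protein for full effect; some results filed as inactive read as strong as hits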
Target sequence (P11940 whole entry, looked up): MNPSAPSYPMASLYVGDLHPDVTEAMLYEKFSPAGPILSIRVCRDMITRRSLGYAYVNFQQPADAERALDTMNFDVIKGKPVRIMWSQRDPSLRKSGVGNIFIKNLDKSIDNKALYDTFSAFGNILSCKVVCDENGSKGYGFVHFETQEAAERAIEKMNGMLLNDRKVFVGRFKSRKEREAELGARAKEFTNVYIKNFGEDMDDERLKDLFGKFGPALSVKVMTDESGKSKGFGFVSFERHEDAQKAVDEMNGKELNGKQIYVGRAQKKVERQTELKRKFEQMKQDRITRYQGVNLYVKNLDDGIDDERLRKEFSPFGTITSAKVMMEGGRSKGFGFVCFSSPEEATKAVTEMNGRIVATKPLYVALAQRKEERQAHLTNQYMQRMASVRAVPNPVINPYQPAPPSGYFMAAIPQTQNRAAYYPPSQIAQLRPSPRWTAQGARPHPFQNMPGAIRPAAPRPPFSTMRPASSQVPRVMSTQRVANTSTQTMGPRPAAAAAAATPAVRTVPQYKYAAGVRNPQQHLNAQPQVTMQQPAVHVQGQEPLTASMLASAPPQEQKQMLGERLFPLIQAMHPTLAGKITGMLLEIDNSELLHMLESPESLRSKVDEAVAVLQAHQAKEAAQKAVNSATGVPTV
FAS TE block = inhibitors of human fatty acid synthase thioesterase domain; P49327; recombinant FAS-TE, OMFH fluorogenic substrate, fluorescence endpoint; inhibition, % at 15 µM; 0.67% of 360,000 active;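 active = compounds whose normalised, plate-corrected inhibition of enzyme fluorescence in the single-dose primary screen is 50% or more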;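 note: 0% = DMSO with enzyme and 100% = substrate without enzyme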
Tb MetRS inh = Trypanosoma brucei MetRS inhibition. purified T. brucei MetRS, ATP depletion, Kinase-Glo luminescence. inhibition, % at 11.9 µM. 0.4% of 360,000 active. AID 624268;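 active = inhibition above a per-plate cutoff of the control wells' mean inhibition plus 3 SD, cut at about 5.5% in these data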;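 note: 0% = DMSO wells median and 100% = median of wells with control inhibitor compound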
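Test system: purified T. brucei MetRS enzyme. Also added: ATP, methionine and E. coli bulk tRNA substrates. Compound: 11.9 µM single point. Schedule: 15 min enzyme-compound preincubation, 2 h reaction, 10 min detection, 25 °C. Signal: luciferase luminescence of residual ATP, Kinase-Glo. Evaluation: percent inhibition versus plate control medians. Controls: DMSO wells, low control.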
NRP1-CendR mod = modulators of CendR peptide binding to human neuropilin-1. 0.85% of 360,000 active. FAM-RPARPAR peptide binding to NRP-1, fluorescence polarization. O14786. inhibition, % at 25 µM;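 active = inhibition or corrected inhibition above about 18%, plus a signal ratio from 0.5 to 1.5, limit read from the data, passing the limit was not always enough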; note: strong numbers were not always called active
bovine MsrA act = bovine methionine sulfoxide reductase A activation; purified bovine MsrA, absorbance read-out; activation, % at 10.6 µM; 0.3% of 360,000 active; AID 602163; in the data active = activation above about 7.5%;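 note: 0% = vehicle and 100% = reference activator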
MsrA inh = inhibits bovine methionine sulfoxide reductase A; purified bovine MsrA, absorbance read-out; inhibition, % at 15.5 µM; 0.75% of 360,000 active; AID 651718; in the data active = inhibition above about 4.5%;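 note: 0% = vehicle wells with enzyme and 100% = reference inhibitor wells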
eLon inh = inhibitors of E. coli Lon protease. 0.42% of 360,000 active. P0A9M0. inhibition, % at 7.94 µM. purified E. coli Lon protease, fluorescence polarization; in the data active = inhibition above about 13%, passing the limit was not always enough;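 note: 0% = enzyme with probe and DMSO and 100% = no enzyme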
* = called active by the depositor; . = not tested or not shown.

SMILES	MT1-MMP act inh	SKN-1 block	PABP1 MLLE inh	FAS TE block	Tb MetRS inh	NRP1-CendR mod	bovine MsrA act	MsrA inh	eLon inh
CCN(CC)S(=O)(=O)c1cccc(-c2n[nH]c(=S)n2/N=C/c2ccc(OC)cc2)c1	4.6	10.3	-42.7	3.1	-0.5	-9.8	-1.3	7.7*	-5.9
Cn1nc(-c2ccc(OCC(=O)Nc3ccccc3)cc2)c2ccccc2c1=O	4.5	3.2	-6.3	-0.8	0.1	3.3	-4.8	0.0	6.9
Cn1c(SCC(=O)NNC(=O)c2ccccc2)nnc1C1CC1	-1.0	9.0	4.9	-3.2	-0.3	24.4*	-2.2	-0.6	1.7
COc1ccc(-c2nn(-c3ccccc3)cc2/C=N/Nc2ccc3ccccc3n2)cc1OC	1.3	12.9	-20.8	46.3	0.3	1.7	-3.8	0.9	-72.8
O=C(N/C(=C\c1cccc([N+](=O)[O-])c1)C(=O)N(CCO)CCO)c1ccco1	-4.0	3.2	12.6	-6.3	-2.1	-34.2	-13.4	-1.1	4.2
C=CCn1c(SCc2ccccc2C#N)nnc1-c1ccccc1O	0.9	11.5	-7.7	-3.5	-1.0	8.4	-2.2	-0.4	-9.2
COc1ccc(Cc2nnc(NC(=O)C3CCCO3)s2)cc1OC (centres undefined)	-1.1	15.5	44.9*	-12.9	0.8	-5.8	-1.4	0.6	0.7
Nc1ccc(S(=O)(=O)Nc2nccc(/C=C/c3ccc(Cl)cc3Cl)n2)cc1	-6.2	3.3	-23.4	1.1	3.1	2.3	-1.7	0.9	3.0
N#CC[n+]1cc(-c2ccc(Cl)cc2)n2c1CCC2	9.1	-0.7	9.3	-8.4	-0.4	-10.2	-4.1	2.5	0.1
Cc1cc(C(=O)C(C)Cl)c(C)n1Cc1ccco1 (centres undefined)	-2.7	13.6	3.9	1.8	-0.7	0.5	-5.6	-0.2	-5.6
COc1ccc(-c2csc(NC3OC(=O)c4c3ccc(OC)c4OC)n2)cc1OC (centres undefined)	-1.5	7.4	-0.4	-1.6	-0.2	-9.6	-3.5	-1.6	5.8
CCCN1CCN(C(=O)CN2C(=O)CC(C)(C)S(=O)(=O)c3ccccc32)CC1	1.1	4.3	-9.2	-5.1	0.4	-6.1	-1.1	0.9	-5.7
C=CCc1c(C)nc(-c2ccccc2)nc1N/N=C(\C)c1ccc(N)cc1	-1.8	4.9	8.9	1.7	-0.8	-3.2	-7.0	2.0	3.4
Cc1c(N=Cc2ccc(Cl)o2)c(=O)n(-c2ccccc2)n1C	1.5	4.3	-1.8	-3.7	-0.5	7.2	-6.0	.	2.9
CCOC(=O)[C@]12CCC=C1N(Cc1ccc(Cl)cc1Cl)C(=O)[C@H](CC(=O)NCc1ccc(C)o1)C2	-3.4	0.2	.	18.9	-1.2	-14.8	-6.6	0.5	1.5
CCC(C(=O)Nc1cc(C)on1)c1ccccc1 (centres undefined)	4.9	5.4	6.3	-3.7	0.1	-7.4	-1.8	0.3	1.8
O=C(COc1ccc(Cl)cc1)NCCSc1ccccc1	2.3	27.8	-13.2	8.1	-1.0	2.8	-3.3	0.0	-3.8
Cc1ccsc1C(=O)OCC(=O)N1CCN(c2ccccc2)CC1	-0.3	-6.2	-16.2	-4.3	-0.2	0.1	-4.7	-0.4	6.9
CC(C)(C)C1CCN2CCC[C@](c3ccccc3)(C1)[C@@]21CO1 (some centres undefined)	1.9	-0.6	.	7.6	-0.1	-15.7	0.3	-0.2	-0.1
COC(=O)c1ccc(C2/C(=C(\O)c3ccc4c(c3)OCCO4)C(=O)C(=O)N2c2nnc(C)s2)cc1 (centres undefined)	-2.4	21.7	7.3	0.3	0.5	-7.3	-3.8	0.5	-1.5
CCOC(=O)Cc1ccc(Nc2nc(NCCOC)nc3ccsc23)cc1	4.1	20.9	7.4	-4.5	-0.2	11.1	-1.9	2.4	-0.2
COc1ccc(N2CC(C(=O)Nc3nnc(SCC(=O)NC(C)(C)C)s3)CC2=O)cc1 (centres undefined)	-5.2	-2.4	-65.2	-5.8	-0.3	-10.9	-7.2	-1.6	-7.2
Cc1ccc(NC(=O)CSc2nc(C)c(C)c(C)n2)c([N+](=O)[O-])c1	1.8	9.5	-9.3	7.2	0.0	3.7	-8.3	-0.4	10.6
O=c1c2[nH]c3ccc(F)cc3c2ncn1CCN1CCOCC1	1.4	-16.5	8.2	-7.6	-0.3	7.1	-6.2	2.6	4.4
O=C(NCCCCc1ccccc1)Nc1cccc(F)c1	1.0	-1.5	6.2	19.9	10.7*	1.4	-3.1	-1.5	2.9
Other compounds follow.
SMILES	MT1-MMP act inh	SKN-1 block	PABP1 MLLE inh	FAS TE block	Tb MetRS inh	NRP1-CendR mod	bovine MsrA act	MsrA inh	eLon inh
O=C(Nc1nc2ccsc2c(=O)s1)c1ccc(F)cc1Cl	0.7	-0.4	-7.0	3.7	-0.9	4.0	-5.9	-1.4	13.4
CCC(C)NCC(=O)Nc1ccc([N+](=O)[O-])cc1C(=O)Nc1ccccc1F (centres undefined)	-1.5	-3.5	-3.2	17.4	0.6	5.1	-2.9	1.5	1.1
Cc1c(C(=O)N2CCC(C)(C(=O)NS(=O)(=O)C3CC3)C2)oc2ccccc12 (centres undefined)	1.1	3.3	1.3	-3.7	0.2	-7.8	-8.7	2.1	-7.2
O=C(CCCN1C(=O)C2CC=CCC2C1=O)Nc1ccccc1Cl (centres undefined)	-1.4	4.0	7.8	-0.6	-0.1	4.1	-2.0	0.8	-4.3
C=C1CCC2C(C)(C)[C@H](O)CC[C@@]2(C)[C@@H]1COc1cc(=O)oc2ccccc12 (some centres undefined)	5.2	4.2	1.4	39.6	-0.3	-9.4	-6.4	.	12.5
CC(NCc1ccc(F)cc1)C(=O)Nc1cc(S(=O)(=O)N2CCCCC2)ccc1Cl (centres undefined)	0.6	11.3	-7.3	22.7	-1.1	9.8	-0.8	0.1	-2.1
N#Cc1cn(OCc2ccccc2)c(=O)[nH]c1=O	9.2	-10.0	-0.3	-11.7	-0.4	-0.2	-9.6	-0.6	4.7
Cc1cc2c(cc1S(=O)(=O)Nc1ccc(OC(F)(F)F)cc1)OCC(=O)N2	1.2	9.7	-6.4	9.5	0.2	3.7	-3.0	-0.1	-2.0
O=C(NCCc1ccccc1)c1cccc2c1C(=O)c1ccc(N3CCOCC3)cc1S2(=O)=O	-20.1	-6.1	-10.6	-8.3	0.4	-14.6	-2.4	0.0	-17.6
CCN(CC)C(=O)Oc1ccc2c(=O)c(-c3ccc(OC)cc3)coc2c1	-3.0	-2.0	2.4	5.9	-0.3	-1.2	1.1	0.3	-5.6
Cc1ccc(-c2nc(C(=O)NCCCN3CCOCC3)cc3c2[nH]c2ccccc23)cc1	4.3	2.3	-10.7	9.0	0.5	-8.7	-2.7	-0.5	-5.4
O=C(COC(=O)CNS(=O)(=O)c1cccc(F)c1)NCCc1ccccc1	3.5	3.3	14.0	0.6	0.1	-0.1	-2.4	-0.2	-5.3
CCOC(=O)CN1C(=O)S/C(=C/c2ccc(C)o2)C1=O	-5.3	8.6	18.3	-0.4	0.6	-17.7	-2.2	0.2	-11.1
COc1ccccc1C1=CC(=O)CCC1	0.9	6.9	-2.2	-8.3	-0.2	7.3	-2.2	-2.0	-3.1
CCOC(=O)CN1C(=O)C(=O)N(Cc2cccc(C)c2)C1=O	4.3	-19.0	-0.7	-4.9	-0.7	12.0	-0.6	1.5	1.1
CCCCNC(=O)c1cc(-c2ccc(OC)c(OC)c2)on1	6.6	1.2	-5.5	-3.4	-0.5	3.9	-3.7	0.1	-1.5
CCCc1cc(=O)oc2c(C)c(OCc3nn[nH]n3)ccc12	3.8	10.4	-1.0	20.4	0.2	-0.6	-1.8	2.4	-8.2
CN(C1CCCCC1)S(=O)(=O)c1ccc(SCC(=O)C(C)(C)C)nc1	4.0	-10.6	5.8	53.8*	-0.2	-3.0	2.9	1.6	-6.6
CCOC(=O)c1c(C)[nH]c(N=Nc2cccc(OC)c2)c1C	-0.7	12.0	-0.9	23.4	-0.7	-4.9	2.1	1.2	-26.3
Cc1cc(C)c[n+](-c2[nH]c(=O)sc2/C=N/N=C(\N)[S-])c1	1.8	1.1	23.5	-7.5	-1.0	-5.4	-6.2	5.4*	-2.9
CCc1ccc(C(=O)Nc2cc(C)on2)o1	-4.2	12.6	-9.9	-3.3	-0.9	4.7	-1.8	-0.8	-7.1
N#CC(C#N)=c1ccc2c(c1)NC1(CCCCC1)N=2	20.3	65.5	0.0	46.0	-0.1	6.2	-1.8	2.3	3.8
Cc1cc(NC(=O)c2cccc(Cl)c2)n[nH]1	1.4	15.8	0.0	-11.9	0.0	-1.6	-0.5	1.4	3.2
Cc1ccc(NC2CCCN(C(=O)c3ccnc(Cl)c3)C2)cc1C (centres undefined)	-3.0	-0.4	13.9	-4.7	-0.3	-3.4	-1.5	0.6	3.3
CNC(=S)N(CCCO)Cc1cc2cc3c(cc2[nH]c1=O)OCO3	-0.6	6.4	-75.8	-5.3	-0.1	-0.2	-10.9	2.8	-6.6

A different layout for some results above:
Screens in order – MT1-MMP act inh | SKN-1 block | PABP1 MLLE inh | FAS TE block | Tb MetRS inh | NRP1-CendR mod | bovine MsrA act | MsrA inh | eLon inh
> CCOC(=O)CN1C(=O)S/C(=C/c2ccc(C)o2)C1=O
  -5.3 | 8.6 | 18.3 | -0.4 | 0.6 | -17.7 | -2.2 | 0.2 | -11.1
> CCCc1cc(=O)oc2c(C)c(OCc3nn[nH]n3)ccc12
  3.8 | 10.4 | -1.0 | 20.4 | 0.2 | -0.6 | -1.8 | 2.4 | -8.2
> CCCCNC(=O)c1cc(-c2ccc(OC)c(OC)c2)on1
  6.6 | 1.2 | -5.5 | -3.4 | -0.5 | 3.9 | -3.7 | 0.1 | -1.5

Other entries follow.
SMILES	MT1-MMP act inh	SKN-1 block	PABP1 MLLE inh	FAS TE block	Tb MetRS inh	NRP1-CendR mod	bovine MsrA act	MsrA inh	eLon inh
CN(C)S(=O)(=O)c1ccc(NC(=O)COC(=O)CC2CC3CCC2C3)cc1 (centres undefined)	2.0	13.8	-12.1	39.9	-0.2	-8.0	-1.3	0.3	5.3
COCCNC(=O)COC(=O)CSCc1nc2ccccc2s1	-6.2	-5.6	26.7	-13.5	-1.0	-12.1	-8.1	1.0	0.2
CCOc1ccccc1NC(=O)CSc1nnc(Cc2cccn2C)n1-c1ccc(F)cc1	-0.7	-4.6	8.1	-1.8	0.3	-8.1	-3.2	0.5	-2.2
Cn1cc(Cl)c(C(=O)Nc2nc3ccccc3s2)n1	4.2	2.1	2.5	6.0	-1.3	-31.2	-2.5	0.4	-2.2
CC(NC(=O)Cc1cccs1)c1ccc2c(c1)OCO2 (centres undefined)	6.0	-10.8	11.9	-5.1	0.5	-4.2	-4.1	0.7	7.7
CCCS(=O)(=O)N1CCCC(c2nc(-c3cccc(OC)c3)no2)C1 (centres undefined)	-3.2	-6.8	-0.2	10.1	-1.4	-6.8	-10.8	-0.1	0.7
Cc1c(CNC2CCCC(C)C2C)c(C(=O)O)c(C)n1Cc1ccccc1 (centres undefined)	-0.8	5.1	-6.8	-3.6	-0.3	0.7	-3.0	0.4	-4.7
COc1ccc(/C=N\NC(=O)c2ccccc2Cl)cc1COc1c(F)c(F)c(F)c(F)c1F	-2.9	12.0	6.7	19.2	0.1	3.4	-1.4	1.3	-3.8
O=C(Cc1ccc(S(=O)(=O)N2CCOCC2)s1)N1CCN(S(=O)(=O)c2ccccc2[N+](=O)[O-])CC1	3.4	0.4	9.8	87.3*	-0.3	17.8	1.6	-0.4	-13.1

Assay outcomes as filed in PubChem BioAssay.
